# CIT2-GFP yeast: alters CIT2-GFP fluorescence in TOR pathway yeast screen; S. cerevisiae CIT2-GFP strain, flow cytometry, 3 h; 100 means same as DMSO wells; 0.065% of 320,000 active; AID 2029; GFP response vs DMSO, % at 10 µM;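 active means GFP response relative to DMSO above a set limit, near the screen mean plus 3 SD, cut at about 150% in these data; inconclusive means Fewer than 70 cells measured for a yeast strain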;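 further: ratio of well median GFP fluorescence to mean of DMSO wells on the plate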
# Yeast superoxide: caloric restriction mimetics inhibiting age-related superoxide in yeast. S. cerevisiae aged cells, superoxide DHE fluorescence; hits give low values. superoxide response (% of plate mean), % at 10 µM. 0.18% of 330,000 active. AID 2690;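 active means superoxide response under a set limit, about three screen SD below normal, cut at about 65% in these data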;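 further: yeast aged for seven days with compound at 30 °C before DHE staining; 100% = average MFI of all compound-treated wells on the plate with controls excluded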
# AGP1 TOR yeast: alters AGP1-GFP fluorescence in TOR pathway yeast screen. S. cerevisiae AGP1-GFP multiplex flow cytometry, 3 h; GFP as percent of DMSO wells. GFP response vs DMSO, % at 10 µM. 0.02% of 320,000 active. AID 2066;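 active means GFP response relative to DMSO above a set limit, near screen average plus 3 SD, cut at about 150% in these data; inconclusive means fewer than 70 cells counted for the yeast strain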;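 further: median GFP channel fluorescence of the gated AGP1 strain per well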
# VLA-4 inh: inhibition in a human VLA-4 binding assay. P13612. VLA-4 expressing cells, ligand binding flow cytometry. inhibition, % (about 7 µM as worked out from the volumes in the protocol). 0.2% of 330,000 active. AID 2557; in the data active means inhibition above about 50%
# Bcl-xL primary: Bcl-xL (human) inhibition. GST-Bcl-xL / FITC-Bim BH3 peptide fluorescence polarization. inhibition, % at 10.9 µM. 0.7% of 320,000 active. AID 2129;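 active means inhibition above the mean of all tested compounds plus 3 SD, cutoff set per campaign, cut at about 30% in these data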;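 further: 0% = DMSO wells and 100% = unlabeled Bim-BH3 peptide competitor; inhibitors lower millipolarization by displacing the labeled peptide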
# GRK2 inh: blocks RNA aptamer binding to human GRK2. 0.59% of 330,000 active. inhibition of aptamer binding, % at 10 µM. bead flow cytometry, FAM-aptamer displacement from GRK2;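 active means inhibition of aptamer binding above 40%, roughly 3 SD of noise, on plates passing a quality check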;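 further: median bead fluorescence of bound FAM aptamer so fluorescent compounds give negative values; no value below 0 was filed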
# Target sequence (P25098 whole entry, looked up): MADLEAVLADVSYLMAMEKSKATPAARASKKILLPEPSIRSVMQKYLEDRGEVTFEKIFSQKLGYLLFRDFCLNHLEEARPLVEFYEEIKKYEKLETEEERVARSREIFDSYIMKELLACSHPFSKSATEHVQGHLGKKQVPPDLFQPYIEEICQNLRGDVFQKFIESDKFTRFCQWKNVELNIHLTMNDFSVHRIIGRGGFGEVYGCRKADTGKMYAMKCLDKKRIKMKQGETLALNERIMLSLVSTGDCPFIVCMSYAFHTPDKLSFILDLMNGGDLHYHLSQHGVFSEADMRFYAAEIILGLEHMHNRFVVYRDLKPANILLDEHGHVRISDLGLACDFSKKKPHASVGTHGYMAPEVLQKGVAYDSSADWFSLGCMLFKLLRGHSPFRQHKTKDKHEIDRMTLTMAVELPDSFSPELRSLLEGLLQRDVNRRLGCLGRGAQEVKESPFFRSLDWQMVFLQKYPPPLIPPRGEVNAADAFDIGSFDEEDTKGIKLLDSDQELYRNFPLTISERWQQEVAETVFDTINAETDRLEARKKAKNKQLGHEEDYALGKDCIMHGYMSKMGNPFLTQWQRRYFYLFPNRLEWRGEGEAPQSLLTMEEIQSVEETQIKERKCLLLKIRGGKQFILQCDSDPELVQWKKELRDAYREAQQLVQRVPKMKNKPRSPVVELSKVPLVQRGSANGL
# MEX-5 binding: C. elegans MEX-5 TCR-2 RNA binding activity; 0.38% of 300,000 active; MEX-5/FITC-TCR2 RNA binding, fluorescence polarization; hits give low values; activity score (negative = inhibition of binding), % at 10 µM; AID 1832; Q9XUB2;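 active means inhibition past about -25% in most replicates, and total fluorescence under double the plate's negative control median, limit read from the data; inconclusive means replicates evenly split on the limit, or fluorescence at least double controls; inactive means too little inhibition in most replicates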;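 further: 0% = DMSO and -100% = 5 µM competing unlabeled TCR2 RNA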
# GLD-1 TGE inh: GLD-1-TGE RNA interaction inhibition (C. elegans); AID 2280; 0.44% of 320,000 active; inhibition, % at 5.96 µM; purified GLD-1 + fluorescein TGE RNA, fluorescence polarization;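 active means percent inhibition above a per-plate cutoff, the plate mean of test compounds plus 3 SD, cut at about 30% in these data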;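 further: 0% = DMSO wells with GLD-1 and probe and 100% = wells lacking GLD-1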
# MCL1-BIM inh: MCL1-BIM-BH3 interaction inhibition (human) | inhibition, % at 10.9 µM | 0.68% of 320,000 active | Q07820 | GST-MCL1 / FITC-Bim-BH3 fluorescence polarization;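 active means inhibition above the mean inhibition of all tested compounds plus 3 SD, set per campaign, cut at about 40% in these data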;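 further: 0% = DMSO wells and 100% = unlabeled Bim-BH3 peptide control; higher means more loss of mP so more displacement of Bim peptide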
# Target sequence (Q07820 whole entry, looked up): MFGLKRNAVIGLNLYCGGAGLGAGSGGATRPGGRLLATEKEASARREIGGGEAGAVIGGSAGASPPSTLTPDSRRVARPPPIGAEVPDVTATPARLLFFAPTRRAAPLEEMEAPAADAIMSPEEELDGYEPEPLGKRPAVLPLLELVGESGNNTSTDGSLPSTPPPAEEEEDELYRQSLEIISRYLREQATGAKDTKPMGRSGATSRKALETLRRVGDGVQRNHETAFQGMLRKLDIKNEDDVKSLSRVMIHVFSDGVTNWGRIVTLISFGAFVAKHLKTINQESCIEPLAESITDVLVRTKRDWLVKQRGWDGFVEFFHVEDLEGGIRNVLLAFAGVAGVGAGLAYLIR
# * = called active by the depositor; i = inactive; ? = inconclusive; nt = no result given.
mol,Yeast superoxide,GRK2 inh,MCL1-BIM inh,AGP1 TOR yeast,VLA-4 inh,MEX-5 binding,CIT2-GFP yeast,Bcl-xL primary,GLD-1 TGE inh
Cc1nc(SCC(=O)NCc2ccco2)c2c3c(sc2n1)CCCC3,98,0,3,39,5,-0.5,?,-2,-1
COc1cccc(CNC(=O)CN2C(=O)COc3ccc(S(=O)(=O)N4CCCCCC4)cc32)c1,96,1,-5,100,9,-0.3,104,4,1
CCOc1cc(C(=O)NC(C)C2CCCO2)cc(OCC)c1OCC (centres undefined),119,0,-1,100,-2,2.9,98,3,-7
Cc1nn(-c2ccccc2)c(Cl)c1C(=O)OC(C)C(=O)Nc1ccc2c(c1)OCO2 (centres undefined),102,1,4,97,-1,0.9,97,9,4
Cc1cc(C)n(Cc2ccc(C(=O)Nc3ccc(Br)cc3C)o2)n1,87,3,-5,93,-1,1.0,100,1,-2
CCC(=O)c1c(OCc2ccccc2)ccc2c(C)cc(=O)oc12,98,1,2,96,1,2.2,92,2,4
Cc1ccc(CCN2CC(C(=O)NC3CCCC3)CC2=O)cc1 (centres undefined),101,2,6,45,-13,0.6,101,1,2
O=C(O)c1ccccc1OCCN1CCCC1=O,101,0,6,103,8,0.6,105,4,2
O=C(Cc1ccc(F)cc1)Nc1nc(-c2ccc(F)c(F)c2)cs1,106,0,nt,96,8,-1.3,99,nt,nt
CC1=C(C#N)C(c2ccc(O)cc2)C(C#N)=C(C)N1,106,2,5,111,8,-0.9,98,4,3
CCOC(=O)CC1=NN(c2ccccc2)C(=O)C1,92,0,-1,105,5,-1.6,89,-2,-7
CC(CCc1ccco1)NC(=O)Cn1nc(Cc2ccncc2)c2ccccc2c1=O (centres undefined),90,0,4,105,1,-2.0,103,6,4
CC1CC1C(=O)OCC(=O)Nc1cc(S(=O)(=O)N2CCCCC2)ccc1Cl (centres undefined),90,0,nt,102,10,nt,99,nt,-1
COc1ccc(OCCCCc2c(C)n[nH]c2C)cc1,95,0,2,93,-11,-0.8,88,3,0
Cc1c(OCC(=O)N2CCN(c3ccccc3)CC2)ccc2c3c(c(=O)oc12)CCCC3,97,0,5,99,10,-1.1,102,4,5
O=[N+]([O-])c1cc(C(F)(F)F)cc([N+](=O)[O-])c1NCCNC(=S)Nc1cccc(F)c1,119,0,4,nt,-1,0.0,nt,4,6
O=C(COC(=O)c1ccc2c(c1)OCO2)Nc1cccc(F)c1,95,1,-4,92,22,nt,85,-3,11
Cc1nnc(NC(=O)C2CC(=O)N(Cc3ccccc3)C2)s1 (centres undefined),94,0,3,97,-1,0.5,88,3,6
CC(C)N(c1ccccc1)c1ccc(NC(=O)COC(=O)CCN2C(=O)c3cccc([N+](=O)[O-])c3C2=O)cc1,94,3,6,95,22,-2.6,96,1,-2
O=C(CN1C(=O)NC(Cc2c[nH]c3ccccc23)C1=O)Nc1ccccc1C(F)(F)F (centres undefined),79,0,nt,102,9,nt,99,nt,-5
COc1ccc(C2N(c3cc(Cl)ccc3OC)C(=O)C3CCCN32)cc1 (centres undefined),93,0,-3,100,31,-2.6,96,-2,1
CCOC(=O)c1cnc2c(Cl)cccc2c1NCCN1CCOCC1,101,2,8,98,5,-0.2,116,12,1
CCOc1cc(N2CCOCC2)c(OCC)cc1NC(=O)[C@H](C)N1C(=O)C2CC=CCC2C1=O (some centres undefined),100,5,-4,108,12,0.9,118,3,-1
COc1ccc(-c2n[nH]c(=S)n2-c2ccc(C)cc2C)cc1,106,6,-11,60,-6,0.9,97,-4,6
O=C1C2C(c3ccccc3)CC=CC2[C@H](c2ccoc2)N1Cc1ccccc1 (some centres undefined),103,2,-5,97,32,0.8,85,-2,-3
COCc1cc(=O)n2[nH]cc(-c3ccsc3)c2n1,90,4,2,98,3,-0.7,105,-1,0
O=S(=O)(Nc1cc(S(=O)(=O)N2CCOCC2)ccc1NCC1CCCO1)c1ccccc1F (centres undefined),79,3,9,103,-1,nt,110,9,2
COc1ccc(-c2c3c(=O)n(C)c(=O)n(C)c3cn2N2CCOCC2)cc1,109,0,2,94,-8,-1.6,92,6,3
CN(C(=O)CSc1nnc(-c2ccc(C(C)(C)C)cc2)n1C)C1CCS(=O)(=O)C1 (centres undefined),96,3,-3,111,40,nt,111,-11,5
Cc1ccc(NC(=O)CSc2ccccc2)cc1S(=O)(=O)N1CCCCC1,87,1,12,99,5,nt,99,4,1

# An excerpt of these results, field by field:
SMILES: COc1ccc(C2N(c3cc(Cl)ccc3OC)C(=O)C3CCCN32)cc1 (centres undefined)
  Yeast superoxide = 93 | GRK2 inh = 0 | MCL1-BIM inh = -3 | AGP1 TOR yeast = 100 | VLA-4 inh = 31 | MEX-5 binding = -2.6 | CIT2-GFP yeast = 96 | Bcl-xL primary = -2 | GLD-1 TGE inh = 1
SMILES: CCOC(=O)c1cnc2c(Cl)cccc2c1NCCN1CCOCC1
  Yeast superoxide = 101 | GRK2 inh = 2 | MCL1-BIM inh = 8 | AGP1 TOR yeast = 98 | VLA-4 inh = 5 | MEX-5 binding = -0.2 | CIT2-GFP yeast = 116 | Bcl-xL primary = 12 | GLD-1 TGE inh = 1

# Next section.
mol,Yeast superoxide,GRK2 inh,MCL1-BIM inh,AGP1 TOR yeast,VLA-4 inh,MEX-5 binding,CIT2-GFP yeast,Bcl-xL primary,GLD-1 TGE inh
Cc1ccc(CCNc2ccccc2)c[n+]1[O-],106,8,7,103,i,-0.3,103,9,4
Cc1nc2cc(O)ccc2n1C,85,1,-6,97,0,-0.1,100,0,4
CC1(C)CC(=O)C2=C(C1)OC(N)=C([N+](=O)[O-])C2c1cccs1 (centres undefined),108,0,2,102,8,1.1,104,1,2
c1coc(CNc2ncnc3sc4c(c23)CCCCC4)c1,100,6,-3,93,1,-2.7,90,4,1
CC(C)(C)NC(=O)NC(=O)COC(=O)c1ccc2c(c1)S(=O)(=O)N=C1CCCCCN12,107,0,-13,98,5,-2.2,100,-1,-9
COc1ccc(NC(=O)CSc2nc(C)cs2)cc1,72,0,0,108,34,0.3,107,1,6
CCOc1ccc(N/C=C/C(=O)c2ccccc2)cc1,100,2,nt,105,8,-2.5,102,nt,nt
COc1ccccc1C(=O)N=C1SC2CS(=O)(=O)CC2N1c1ccccc1 (centres undefined),102,2,-1,96,9,-4.9,104,1,5
Cc1ccc(C(C(=O)NCc2ccco2)N(C(=O)CNC(=O)c2cccs2)c2c(C)cccc2C)cc1 (centres undefined),117,9,-9,98,-7,-0.7,103,-2,0
COc1ccc(-n2c(N)c(C#N)c3ccc([N+](=O)[O-])cc3c2=O)cc1,107,4,17,105,19,-5.0,119,19,8
Cn1c(SCc2nc3ccccc3[nH]2)nnc1-c1cccnc1,109,0,-1,104,43,0.4,92,2,3
Nc1ccc(Nc2nc(-c3ccncc3)cs2)cc1,97,0,8,110,-24,3.6,101,9,1
CCC(C)c1ccccc1NC(=O)COC(=O)C1=NN(c2ccccc2)C(=O)CC1 (centres undefined),127,1,nt,96,-2,nt,104,nt,10
CCOc1ccc(NC(=O)CN(C)C(=O)c2ccc3[nH]c4c(c3c2)CC(C)CC4)cc1OCC (centres undefined),84,6,-3,103,-4,1.9,106,-3,9
C/C(Sc1nnc(Cc2ccccc2)o1)=C(/O)c1ccccc1,86,1,-1,81,14,-0.8,67,2,5
Cc1cc(C)c(-c2csc(NC(=O)c3cc([N+](=O)[O-])ccc3N3CCOCC3)n2)c(C)c1,103,3,3,100,-1,-3.6,96,4,2
Cc1cc(=O)oc(C)c1C(=O)NCC(C)NC(=O)c1c(C)cc(=O)oc1C (centres undefined),98,1,2,93,12,-3.4,86,9,7
Cc1ccccc1NC(=O)Cn1cnc2c(oc3nc4c(cc32)CCCC4)c1=O,105,1,-5,101,5,1.6,99,-3,1
Cc1ccc(CNC(=O)C2CC(c3cccc(F)c3)=NO2)cc1 (centres undefined),103,0,5,89,-2,1.1,92,4,-3
OCc1nc(CO)n(Cc2ccccc2)n1,86,0,2,?,-6,-2.3,?,-4,4
CCCCN1C(=O)C(=O)N(CC(=O)N2CCN(c3ccccc3)CC2)C1=O,105,4,-13,101,5,4.3,99,-6,1
CC1(c2ccccc2)NC(=O)N(CC(=O)Nc2cccc(C#N)c2)C1=O (centres undefined),90,2,-6,100,12,-0.6,98,-6,5
Cc1c(N=Cc2c(O)n(C)c(=O)c3ccccc23)c(=O)n(-c2ccccc2)n1C,105,4,6,96,-11,?,104,3,1
CCOc1ccc(NC(=O)CN2CCN(CC(=O)Nc3ccc(C(N)=O)cc3)CC2)cc1,91,2,nt,98,19,-0.5,94,nt,nt
Cc1ccc(S(=O)(=O)Nc2cccc(Cl)c2)cc1NC(=O)c1cccnc1,120,0,5,107,26,-2.4,100,9,2
O=C(NC1CCCCC1)C(=O)c1c[nH]c2ccccc12,91,6,4,91,8,-5.0,86,8,5
CCOc1cc(S(=O)(=O)N2CCCC2)ccc1Cl,95,2,5,107,4,-0.5,100,5,3
CC(C)(C)OC(=O)C[C@@H]1C/C=C\C[C@H](CC(=O)NCCO)C(=O)NC[C@@H](c2ccccc2)OC1=O,85,1,nt,107,-4,nt,96,nt,8
CCC(=O)N1CCc2cc(Br)cc(S(=O)(=O)CC(=O)OC)c21,99,1,6,92,-12,1.6,90,3,4
Brc1ccccc1C1=Nn2c(nnc2-c2ccccc2)SC1,122,0,0,97,-2,-1.8,94,0,3
Clc1ccc(OCc2nnnn2-c2ccccc2)cc1,101,9,-1,94,nt,2.6,94,1,-6
OC(COc1ccc(Cl)cc1Cl)CN1CCc2ccccc2C1 (centres undefined),77,0,-3,99,6,-2.9,97,6,4
CCN(Cc1ccccc1)C(=O)C1CCN(Cc2ccc(OC)c(OC)c2OC)CC1,68,0,1,86,0,0.2,88,6,-8
C=COCCNC(=O)C(=O)NCC(C)C,100,6,-1,109,-2,3.2,108,1,2
O=C(CN1C(=O)c2cccc3cccc1c23)Nc1ccc2c(c1)OCO2,94,0,-1,88,16,1.0,98,0,5
NNC(=O)CN1CCCc2ccccc21,101,0,12,97,-6,3.9,85,2,-1
CN(C)c1nc(Nc2ccc(Cl)c(Cl)c2)nc(N(C)C)n1,109,2,4,99,-1,2.3,101,6,5
CCOc1ccc(OCC)c(NC(=O)C2CCN(c3ncccn3)CC2)c1,110,3,-3,91,-2,3.6,88,-1,-2
Cc1cc(C)n(CCC(=O)N2c3ccccc3CC2C)n1 (centres undefined),93,2,0,94,14,2.2,104,0,9
O=c1c2cnn(-c3ccccc3)c2nnn1/N=C/c1cccnc1,100,0,7,96,6,1.0,105,5,2
CC(=O)NCCn1c(C)cc2ccccc21,93,2,10,99,5,-2.5,107,7,23
Cc1nn(-c2ccc(Br)cc2)c(=O)c2ccccc12,83,5,33,106,-9,-0.6,111,31*,27
CCOC(=O)N1CCN(c2cc(=O)n(C3CCCCC3)c(=O)[nH]2)CC1,119,3,-1,?,-33,-1.3,?,2,2
CC(=O)Nc1nc(C)c(S(N)(=O)=O)s1,100,0,9,107,8,2.7,101,6,3
O=C(CSc1nnc(Nc2ccccc2F)s1)NC(=O)CN1CCCC1=O,93,47*,27,99,2,nt,92,3,3
CCCC(=O)N(c1ccc(OCC)cc1)S(=O)(=O)c1ccc2c3c(cccc13)C(=O)N2C,100,4,4,92,-6,-2.5,91,1,-1
O=C(N/N=C/c1cccs1)c1cc(-c2ccc(Cl)s2)[nH]n1,121,0,4,103,i,-2.5,101,0,12

# Assay outcomes (PubChem)
